Source: PubChem BioAssay (Broad Institute)
SR-BI uptake up: activators of SR-BI mediated HDL lipid uptake; CHO ldlA[mSR-BI] cells, DiI-HDL uptake fluorescence, 3 h; 100 = double the neutral-control signal; activation, % at 12.5 µM; 320,000 tested, 0.096% active; AID 504775;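 active = mean replicate activation of at least 60% and every replicate at or above 60%; inconclusive = mean or all-replicate condition met, but not both; inactive = mean below 60% and not all replicates reaching 60%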;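 note: 0% = median plate neutral-control signal and 100% = twice that signal; values of inactives mirror those of a sister screen read the other way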
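Assay system: LDL receptor-deficient CHO ldlA cells overexpressing murine SR-BI / Medium: BSA-supplemented, HEPES-buffered Ham's F12, pH 7.4 / Probe or stimulus: DiI-labelled HDL at 10 µg/mL final / Timing: compound with DiI-HDL co-incubation, 3 h at 37 °C / Technique: bottom-read cell fluorescence after medium removal, ex 550/em 595 nm / Measure: HDL uptake via cellular fluorescence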
NSD2 inh: inhibitors of human histone methyltransferase NSD2; NSD2 peptide methylation, AlphaScreen, 120 min; inhibition, % at 12.5 µM; 310,000 tested, 0.54% active; in the data active = inhibition above about 50%
MITF act: activators of MITF-driven TRPM1 promoter activity in SK-MEL-5 cells. 300,000 tested, 0.75% active. SK-MEL-5 TRPM1-promoter luciferase, 24 h; % of positive control, neutral wells = 0. activation, % at 12.5 µM;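 active = mean activation of at least 80% with every replicate also reaching 80%; inconclusive = mean reaches 80% but some replicate falls short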;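 note: 0% = neutral control wells and 100% = parthenolide positive control wells; values of inactives mirror those of a sister screen read the other way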
dFosB act: mouse delta FosB homodimer activation; 340,000 tested, 0.99% active; activation, % at 25 µM; purified delta FosB, TAMRA-CDK5 oligo fluorescence polarization; percent of positive-control signal above neutral wells; P13346;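 active = mean activation above about 17%, with every replicate also reaching it, limit read from the data, passing the limit was not always enough; inconclusive = only one of the two conditions met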;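 note: fluorescence polarization rise as delta FosB binds a TAMRA Cdk5 AP-1 oligo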
Rtt109 Vps75: blocks Candida albicans Rtt109/Vps75 acetyltransferase activity; Q5AAJ8; purified Rtt109/Vps75, ThioGlo CoA-SH fluorescence, 4 h; inhibition, % at 34.9 µM; 330,000 tested, 0.16% active; AID 540336;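 active = inhibition of at least 50% in every replicate; inconclusive = best replicate reaches 50% inhibition but some replicates fall short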
Target sequence (Q5AAJ8 whole entry, looked up): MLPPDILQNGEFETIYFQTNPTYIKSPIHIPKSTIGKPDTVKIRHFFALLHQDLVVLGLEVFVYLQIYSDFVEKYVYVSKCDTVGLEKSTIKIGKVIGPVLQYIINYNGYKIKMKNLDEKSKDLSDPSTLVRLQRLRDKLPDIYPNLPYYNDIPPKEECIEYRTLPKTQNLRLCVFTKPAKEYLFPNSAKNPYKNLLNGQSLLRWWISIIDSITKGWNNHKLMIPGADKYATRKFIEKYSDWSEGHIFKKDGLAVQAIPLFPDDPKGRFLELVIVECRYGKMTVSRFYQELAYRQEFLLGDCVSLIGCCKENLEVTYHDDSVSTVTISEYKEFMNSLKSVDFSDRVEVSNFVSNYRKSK
PfHsp90 set2: reduces growth (ATP signal) of yeast expressing P. falciparum Hsp90. S. cerevisiae expressing PfHsp90, BacTiter-Glo ATP, 48 h; yeast lacking PDR1 and PDR3 efflux regulators. 310,000 tested, 0.32% active. inhibition, % at 9.4 µM;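 active = every replicate shows inhibition above about 80%, whatever the replicate mean, limit read from the data; inconclusive = mean inhibition reaches the set limit but some replicate falls short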;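 note: 0% = DMSO neutral controls and 100% = 20 µM radicicol positive controls; yeast relying on Plasmodium falciparum Hsp90 in place of its own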
CAL PDZ FP-1: blocks peptide binding to human CAL PDZ domain; purified CAL PDZ, TMR-peptide fluorescence polarization, 1 h; inhibition, % at 20 µM; 330,000 tested, 0.02% active; AID 504414;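 active = highest replicate inhibition of at least 40%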;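 note: plate controls were DMSO neutral control wells for no effect and unlabeled competitor peptide control wells for full effect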
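System: purified tagged CAL PDZ domain construct (CerCALP). Schedule: 1 h incubation at room temperature before polarization reading. Medium: 25 mM sodium phosphate pH 7.4, 150 mM NaCl, TCEP, IgG, Thesit. Read-out: percent inhibition from loss of millipolarization. Measured by: FP readout, S and P plane fluorescence. Probe or stimulus: fluorescent TMR peptide probe.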
CAL PDZ FP-2: CAL PDZ (human) peptide binding inhibition. 300,000 tested, 0.92% active. Q9HD26. inhibition, % at 24.9 µM. purified CAL PDZ, TMR-peptide fluorescence polarization, 1 h. AID 602252;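 active = mean inhibition of at least 30% with at least half of replicates also reaching 30%; inconclusive = no clear call, values can overlap the other calls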;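 note: 0% = DMSO neutral control and 100% = excess unlabeled competitor peptide PRC23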
SR-BI HDL uptake: inhibitors of mouse SR-BI mediated HDL lipid uptake. Q61009. AID 488896. ldlA[mSR-BI] CHO cells, DiI-HDL uptake fluorescence, 3 h. inhibition, % at 12.5 µM. 320,000 tested, 0.96% active;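 active = mean replicate inhibition of at least 70% and a set share of replicates each scoring 70 or more; inconclusive = meets just one of the two criteria; inactive = fails both criteria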;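 note: 0% = median of neutral control wells and 100% = median of positive control wells; values of inactives mirror those of a sister screen read the other way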
Target sequence (Q61009 whole entry, looked up): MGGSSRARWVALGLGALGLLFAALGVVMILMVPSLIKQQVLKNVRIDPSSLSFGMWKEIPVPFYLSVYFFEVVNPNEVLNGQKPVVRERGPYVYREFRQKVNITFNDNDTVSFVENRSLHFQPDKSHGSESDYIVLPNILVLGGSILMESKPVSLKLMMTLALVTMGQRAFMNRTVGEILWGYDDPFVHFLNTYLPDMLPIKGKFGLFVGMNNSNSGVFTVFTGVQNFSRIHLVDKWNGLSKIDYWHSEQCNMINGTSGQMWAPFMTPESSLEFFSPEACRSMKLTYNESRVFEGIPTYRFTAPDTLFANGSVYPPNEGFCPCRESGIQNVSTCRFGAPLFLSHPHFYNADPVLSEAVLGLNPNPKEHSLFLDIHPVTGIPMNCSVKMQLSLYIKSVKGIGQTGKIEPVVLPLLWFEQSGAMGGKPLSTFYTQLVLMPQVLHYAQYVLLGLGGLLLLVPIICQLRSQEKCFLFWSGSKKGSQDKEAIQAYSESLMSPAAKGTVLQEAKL
PvdQ inh: blocks Pseudomonas aeruginosa PvdQ acylase activity; purified PvdQ acylase, fluorescence plate reader; inhibition, % at 10 µM; AID 488965; 340,000 tested, 0.063% active; in the data active = inhibition above about 30%, passing the limit was not always enough; inconclusive = no clear call, values can overlap the other calls;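 note: 0% = vehicle neutral wells and 100% = reference inhibitor wells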
* hit, by the source's call; ? = inconclusive; · = no result given.

Values run as follows: SR-BI uptake up	NSD2 inh	MITF act	dFosB act	Rtt109 Vps75	PfHsp90 set2	CAL PDZ FP-1	CAL PDZ FP-2	SR-BI HDL uptake	PvdQ inh
- CCN(Cc1ccccc1)C(=O)c1c[nH]c2ccc(S(=O)(=O)N(C)CCC#N)cc2c1=O
→ 17	-1	-6	-4	10	-14	-1.8	2	-17	-3
- Cc1ccccc1-c1nnc(SCc2ccc(F)cc2)o1
→ -7	-4	·	-9	14	-10	-1.1	-1	7	1
- COc1ccccc1/C=N/N1CCN(c2ccc(Cl)cc2)CC1
→ ·	1	·	0	3	-25	-0.6	·	·	-6
- O=C(NCc1ccc(F)cc1)C1CCC(CNS(=O)(=O)c2ccccc2)CC1 (stereo unspecified)
→ 4	-1	1	2	-1	-42	0.2	2	-4	-12
- COCCNC(=O)COc1cccc(Oc2ccccc2)c1
→ 10	-1	9	1	-6	1	0.8	1	-10	-5
- NC(=O)Cc1ccc(Nc2nnc(-c3ccccc3)c3ccccc23)cc1
→ 2	-2	1	0	·	4	-2.9	-4	-2	1
- CCOC(=O)CC1=NN(c2ccccc2)C(=O)C1
→ 12	0	-4	1	-3	15	-0.3	2	-12	6
- CN(C)S(=O)(=O)c1ccc(C(=O)NCCc2ccco2)cc1
→ ·	0	41	-2	6	-2	-1.6	-3	·	5
- Cc1nc2ccccc2n1CC(=O)NC(C)C1CC2CCC1C2 (stereo unspecified)
→ 28	0	-12	5	-10	-1	-0.1	1	-28	-14
- c1ccc(Cc2nnc3sc(-c4cccnc4)nn23)cc1
→ 30	11	7	-5	28	11	-1.5	·	-30	2
- CN(CC(=O)Nc1ccc(Cl)c(C(F)(F)F)c1)C(=O)CC1Sc2ccccc2NC1=O (stereo unspecified)
→ -25	-3	-3	-16	2	-18	-0.3	-7	25	-16
- CC(C)Nc1ncnc2c1nnn2Cc1ccccc1
→ 16	0	-5	0	-14	-9	0.1	-4	-16	1
- Cc1ccn(CC(=O)N2CCCC(N3CCN(c4ccccc4F)CC3)C2)n1 (stereo unspecified)
→ 8	-2	-8	-8	0	-8	-2.5	-2	-8	-5
- O=C(NCc1ccc(Cl)cc1)C1CCCN(c2cnccn2)C1 (stereo unspecified)
→ 41	1	3	1	-2	14	-1.1	-7	-41	9
- CN1CCN(C(=O)c2ccc(Oc3ccc([N+](=O)[O-])cc3)cc2)CC1
→ 7	-1	12	5	2	-49	-2.7	·	-7	-15
- COCCCn1c(SCc2nnc(-c3ccc(OC)c(OC)c3)o2)nc2ccccc2c1=O
→ -27	-1	0	-9	-9	-4	-3.7	0	27	11
- NC(=O)C1=C[C@@H](C2CCCCC2)C[C@@H](OCCCCO)O1
→ 9	·	-3	-5	-9	8	0.4	0	-9	-5
- CCN(CC)CCCN1C(=O)CSC1c1ccc([N+](=O)[O-])cc1 (stereo unspecified)
→ 3	19	8	3	0	-7	0.0	0	-3	-4
- COc1cc(COCC(O)CN2CCN(Cc3ccccc3)CC2)cc(OC)c1OC (stereo unspecified)
→ 6	-5	-6	0	-3	3	-0.5	-2	-6	-1
- CC(NCc1cc(Br)ccc1OCC(=O)NCc1ccccc1)c1ccccc1 (stereo unspecified)
→ -12	0	5	0	17	19	-4.0	-2	12	-7

Limited to PvdQ inh, for some of the entries so far:
Molecule	PvdQ inh
COCCCn1c(SCc2nnc(-c3ccc(OC)c(OC)c3)o2)nc2ccccc2c1=O	11
Cc1ccccc1-c1nnc(SCc2ccc(F)cc2)o1	1

The listing continues:
Values run as follows: SR-BI uptake up	NSD2 inh	MITF act	dFosB act	Rtt109 Vps75	PfHsp90 set2	CAL PDZ FP-1	CAL PDZ FP-2	SR-BI HDL uptake	PvdQ inh
- O=C(NN=Cc1ccccc1C(=O)O)C(=O)NN=Cc1ccccc1C(=O)O
→ 5	-1	2	-3	-4	-3	0.4	7	-5	12
- O=C(NCCCN1CCOCC1)C(=O)NCc1ccccc1Cl
→ 17	·	7	-3	-10	·	-2.2	3	-17	-6
- COc1cccc(NC(=O)CN2C(=O)CSc3ccc(S(=O)(=O)N4CCCCC4)cc32)c1
→ 11	-2	13	-11	22	9	-1.0	·	-11	-5
- O=C1CCN(S(=O)(=O)c2cc(C(F)(F)F)ccc2Cl)CC1
→ ·	2	1	-3	2	6	-2.5	-4	-7	-9
- O=S(=O)(Cc1ccccc1)NCc1cccnc1
→ 7	-2	-29	0	-4	10	-0.1	1	-7	8
- Cc1ccc(-c2cc(C(=O)NCCCN3CCCC3)c3ccccc3n2)cc1C
→ -48	10	6	-6	17	12	-4.0	-8	48	-13
- CC(=O)Nc1sc2c(c1C(c1ccc(Cl)cc1)N1CCOCC1)CCCC2 (stereo unspecified)
→ 18	1	-13	-14	2	32	-1.2	-2	-18	-14
- O=C(O)CCCNC(=O)c1cncc(O)c1
→ 15	1	·	6	-12	-22	-1.2	-2	-15	-3
- O=C1CC(c2ccccc2)CC(O)=C1C=NCCN1CCN(C(=S)Nc2cccc(Cl)c2)CC1 (stereo unspecified)
→ -48	5	-10	-10	9	15	-1.4	-1	48	-6
- CCCCn1c(N)c(N(CC(C)C)C(=O)c2cc(Cl)nc3ccccc23)c(=O)[nH]c1=O
→ 13	-1	0	10	-7	·	-1.2	-2	-13	-14
- CCCCNc1ccc(S(=O)(=O)c2cccc([N+](=O)[O-])c2)cc1[N+](=O)[O-]
→ 30	-2	-10	7	4	12	-1.3	-2	-30	-7
- N#CC1=C(S)N=C(N)C(c2nc(-c3ccccc3)cs2)C12CCCCC2 (stereo unspecified)
→ 6	-1	12	-1	1	-7	-1.7	0	-6	-30
- COc1ccc(/C=C/C(=O)NCc2nc3ccccc3[nH]2)cc1OC
→ -5	1	-3	-10	1	2	-1.8	-3	5	-5
- COc1ccccc1-n1c(-c2ccco2)n[nH]c1=S
→ 0	-3	9	6	-13	-6	-0.8	1	0	-5
- O=C(CSc1nnc(NC2CC2)s1)NN1C(=O)NC2(CCCCC2)C1=O
→ 14	0	7	3	-12	-1	0.2	0	-14	-17
- Cc1ccc(-c2cc(C(=O)O)n[nH]2)s1
→ 13	-4	7	5	-5	18	·	-3	-13	-6
- NS(=O)(=O)c1ccc(CNC(=O)c2cc(-c3ccccn3)nc3ccc(Cl)cc23)cc1
→ -12	-3	-8	21*	·	2	-0.9	2	12	-15
- Cc1cc(=O)n2c3ccccc3n(CC(O)CN3CCOCC3)c2c1C#N (stereo unspecified)
→ 10	4	4	3	2	·	-0.7	0	-10	-8
- CCOC(=O)C1=C(C(F)(F)F)Nc2ncnn2C1c1cc(OC)c(OC)cc1OC (stereo unspecified)
→ 2	-3	0	-9	1	-2	0.4	-2	-2	-10
- CN(C)c1ccc(/C=N/NC(=O)c2ccccc2Cl)cc1
→ -17	13	18	-4	·	14	-2.5	-2	17	8
- Fc1ccccc1Sc1ccccc1CNC1=NCCN1
→ 33	2	1	-4	5	11	-0.7	5	-33	-13
- COc1ccc(C(=O)NC(C)CCCC(C)(C)O)cc1OC1CCN(C(C)=O)CC1 (stereo unspecified)
→ 5	1	13	-6	0	-30	-3.8	·	-5	-11
- CC(C)(C)NS(=O)(=O)c1ccc2nc(NC(=O)c3ccc(N4C(=O)CCC4=O)cc3)sc2c1
→ -17	-4	-7	-1	·	12	-0.7	-7	17	-14
- Cc1ccc(S(=O)(=O)N2CCCC(c3nc4c(nnn4Cc4ccc5c(c4)OCCO5)c(=O)[nH]3)C2)cc1 (stereo unspecified)
→ 18	30	0	-15	4	1	0.4	-5	-18	-23
- Cc1cccc(C)c1OCC(=O)NNC(=O)c1ccoc1C
→ -5	0	1	0	-2	9	-1.0	-2	5	6
- Clc1ccc(CONc2ncnc3nonc23)c(Cl)c1
→ -10	0	50	-6	2	4	-2.4	-3	10	4
- COc1ccc(CNCCC(c2ccc(OC(C)C)cc2)c2ccccc2OC)cc1 (stereo unspecified)
→ -14	2	-42	-4	-1	-12	-4.0	0	14	-4
- COC(=O)c1ccccc1NC(=O)CSc1nc(N)cc(=O)[nH]1
→ -8	20	-11	-5	5	2	-2.3	6	8	-16
- O=C(COC(=O)c1cccs1)NCc1ccco1
→ 3	3	-10	-6	6	3	-0.1	-1	-3	-14
- COC(=O)c1nnn(CC(=O)Nc2cc(Cl)ccc2C)c1C(=O)OC
→ -2	-2	-1	-1	6	9	0.8	-9	2	-11
- Cc1ccc(CN(C(=O)CNC(=O)c2cccs2)C(C(=O)NCC2CCCO2)c2ccccc2)cc1 (stereo unspecified)
→ 0	-6	-12	-11	-14	2	-1.2	-2	0	-2
- COC(=O)C1=C(C)N(c2cccc3ccccc23)C(=O)C1
→ ?	-7	·	-2	0	·	·	-1	-248	-5
- CC(=O)c1c(C(C)=O)c(C)n(NC(=O)c2ccncc2)c1C
→ 16	1	0	2	4	-8	0.3	1	-16	-10
- COc1ccc(-c2ccnc3c(C(=O)O)cnn23)cc1
→ 24	28	-1	-5	-3	-2	-0.3	2	-24	-12
- O=C(COc1ccc(Br)cc1)Nc1ccccc1C(=O)N1CCOCC1
→ 30	0	-1	4	-10	-9	-0.6	-5	-30	-8
- Cc1cccc(NS(=O)(=O)c2cc(C(=O)N3CCCC3)ccc2Cl)c1
→ 30	-2	1	-6	-2	25	-2.8	-1	-30	-7
- O=C(NC1CCCCC1)c1ccc(-c2ccccc2)cc1
→ ·	-4	68	-3	0	-2	-0.5	-2	·	-12
- COC(=O)CSc1cccc2c1C(=O)CC2c1ccccc1 (stereo unspecified)
→ 3	1	-5	5	-2	1	·	-7	-3	-18
- O=c1[nH]c(/C=C\c2cccc(O)c2)nc(O)c1[N+](=O)[O-]
→ -14	12	·	3	7	-8	-1.5	·	14	-16
- COc1ccc(N(Cc2cc(=O)[nH]c3ccccc23)C(=O)CCl)cc1
→ ·	3	-84	-2	-3	-2	·	-1	·	-15
- COc1cc(C2Nc3ccc4ncccc4c3C3=C2C(=O)CCC3)cc(OC)c1OC (stereo unspecified)
→ 3	8	-1	-7	2	-5	-0.5	-3	-3	8
- O=C(/C=C/c1ccccc1)N(c1ccccn1)C1CCCCC1
→ -4	-7	-4	0	-4	-12	-1.5	1	4	-5
- CCOc1ccc(/C=C2\SC(=O)N(CCNC(=O)C3COc4ccccc4O3)C2=O)cc1OC (stereo unspecified)
→ -17	1	12	6	6	23	-2.2	5	17	-15
- CC1CCN(C(=O)CCC(=O)N2CC(C)Oc3ccccc32)CC1 (stereo unspecified)
→ 10	·	-8	-7	-12	8	0.1	·	-10	-11
